Compound activity as filed in PubChem.
EPAC2 agonist – qHTS for Agonist of cAMP-regulated guanine nucleotide exchange factor 4 (EPAC2): primary screen | EPAC2 activation, biochemical qHTS; response scale: 100% = 6.5 mM cAMP response | Potency, µM (series often up to 154 µM), without a hit: at the top dose activation, hits mostly activators | AID 720711, 2013 | hit rate 0.079% among 360,000 | Rap guanine nucleotide exchange factor 4 (Homo sapiens), Q8WZA2; also: potency is read from the fitted curve at half-maximal effect; nearly all actives have a fitted effect of over 50% in size
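Guanine nucleotide exchange by EPAC2 is measured as reduced fluorescence of BODIPY-GDP once it is released from 250 nM Rap1B. Plates are read kinetically for 30 min at room temperature; results are scaled to 6.5 mM cAMP.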
EPAC1 agonist – qHTS for Agonist of cAMP-regulated guanine nucleotide exchange factor 3 (EPAC1): primary screen. hit rate 0.073% among 360,000. Potency, µM (doses to about 154 µM), inactives show at the top dose activation, usual class: activators. EPAC1 agonist qHTS, biochemical assay; response scale: 100% = response to 6.5 mM cAMP. AID 720707, 2013. Rap guanine nucleotide exchange factor 3 (Homo sapiens), O95398; also: potency is read from the fitted curve at half-maximal effect; nearly all actives have a fitted effect of over 60% in size
Target sequence (O95398 whole entry, looked up): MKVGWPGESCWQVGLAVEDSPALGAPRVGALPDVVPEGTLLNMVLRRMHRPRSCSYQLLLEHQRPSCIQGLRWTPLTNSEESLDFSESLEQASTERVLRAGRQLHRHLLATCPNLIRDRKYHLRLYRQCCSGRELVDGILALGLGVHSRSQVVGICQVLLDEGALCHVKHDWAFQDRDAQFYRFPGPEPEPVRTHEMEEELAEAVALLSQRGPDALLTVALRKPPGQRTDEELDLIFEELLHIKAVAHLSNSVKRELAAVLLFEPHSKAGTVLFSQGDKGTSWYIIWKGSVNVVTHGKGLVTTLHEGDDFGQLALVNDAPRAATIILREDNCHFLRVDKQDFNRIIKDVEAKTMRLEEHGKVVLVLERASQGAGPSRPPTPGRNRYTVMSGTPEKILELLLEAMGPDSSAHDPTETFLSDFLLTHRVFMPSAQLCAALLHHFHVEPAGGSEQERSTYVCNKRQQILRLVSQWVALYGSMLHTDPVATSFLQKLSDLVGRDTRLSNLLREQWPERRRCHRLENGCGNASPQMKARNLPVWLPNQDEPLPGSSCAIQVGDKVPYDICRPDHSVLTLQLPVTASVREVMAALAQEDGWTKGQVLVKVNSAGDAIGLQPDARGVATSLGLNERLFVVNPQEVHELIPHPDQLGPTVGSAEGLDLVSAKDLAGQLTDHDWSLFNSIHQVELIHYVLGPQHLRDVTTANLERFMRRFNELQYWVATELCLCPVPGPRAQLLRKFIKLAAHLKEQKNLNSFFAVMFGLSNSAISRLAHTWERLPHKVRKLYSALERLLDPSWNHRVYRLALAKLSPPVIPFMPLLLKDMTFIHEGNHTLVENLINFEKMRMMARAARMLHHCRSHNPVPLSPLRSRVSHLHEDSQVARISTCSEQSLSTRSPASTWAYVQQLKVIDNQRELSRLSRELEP
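Read-out is the fluorescence drop as BODIPY-GDP leaves Rap1B (480 nm excitation, 540 nm emission), recorded every 5 minutes over 30 minutes. Reactions held 100 nM EPAC1, 250 nM Rap1B–BODIPY-GDP and 50 uM GDP, with 6.5 mM cAMP setting full activation.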
CCT modulator – High-Throughput Screening for Modulators of Cytosolic Chaperonin Activity. purified chaperonin ATPase assay, HTRF ADP detection, 30 min. activity change, % (no concentration beside the values), hits read low. hit rate 0.3% among 360,000. AID 651819, 2012; in the data active = activity change below about -30%; also: % is scaled to controls: 0 for no effect and ±100 for the full control effect
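TRiC (40 or 20 nM final, by batch activity) in 30 mM Tris pH 7.4, 100 mM KCl, 5 mM MgCl2, 1 mM DTT was treated with compound at 76 uM single dose, then 10 uM ATP, 30 min at 37 °C. ADP was read by HTRF Transcreener.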
WRN helicase inh – qHTS for Inhibitors of WRN Helicase; Bifunctional 3'-5' exonuclease/ATP-dependent helicase WRN (Homo sapiens), Q14191; WRN helicase unwinding, fluorescent forked duplex, kinetic; Potency, µM (titrated, usually from 114 µM), for the others: at the top dose activity change, negative = inhibition, usual class: inhibitors; hit rate 0.46% among 360,000; AID 651768, 2012; also: potency is read from the fitted curve at half-maximal effect; % is scaled to controls: 0 for no effect and ±100 for the full control effect; nearly all actives have a fitted effect of over 55% in size
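Kinetic red-fluorescence monitoring (525/598 nm) tracks WRN helicase activity after 100 nM fluorophore-quencher forked duplex and 2 mM ATP are added to 20 nM enzyme pretreated 15 min at room temperature with compound.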
PLK1 PBD block – qHTS for Inhibitors of PLK1-PDB (polo-like kinase 1 - polo-box domain): Primary Screen; Serine/threonine-protein kinase PLK1 (Homo sapiens), P53350; AID 720504, 2013; hit rate 2.8% among 360,000; Potency, µM, for the others: max response, negative = inhibition, usual class: inhibitors; Plk1 PBD binding of FITC phosphopeptide, fluorescence polarization; also: potency is read from the fitted curve at half-maximal effect; series mostly up to about 57 µM; % is scaled to controls: 0 for no effect and ±100 for the full control effect; nearly all actives have a fitted effect of over 65% in size
IL2 activator – qHTS of IL-2 Activators; IL-2 activation reporter assay, cell-based qHTS; stimulated with anti-CD3/CD4/CD28 beads; in transgenic mouse T cells; activation, % (series mostly up to about 46 µM); hit rate 0.065% among 360,000; AID 652025, 2013; in the data active = activation above about 50%; inconclusive = mostly about 30% to 49%; also: 0% is about no effect
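Unstimulated transgenic mouse T cells, 750 per well, received compound and, after 60 minutes, anti-CD3/anti-CD4 bead plus anti-CD28 stimulation. EGFP and DsRed were quantified after 18 hours.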
PI5P4Ka inh – qHTS for Inhibitors of phosphatidylinositol 5-phosphate 4-kinase (PI5P4K); hit rate 1.2% among 330,000; PI5P4Kalpha enzyme, ADP-Glo luminescence, 60 min; hits give low values; max response, %; AID 652105, 2013; Phosphatidylinositol 5-phosphate 4-kinase type-2 alpha (Homo sapiens), P48426; active = max response of -50% or lower; inconclusive = between -30% and -50%; inactive = -30% or higher; also: value at the top dose of about 77 µM; % is scaled to controls: 0 for no effect and ±100 for the full control effect
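qHTS, 1536-well: enzyme/substrate mix, compound by pin tool, 5 microM ATP final; RT 60 min; ADP-Glo reagents 1 (45 min) then 2 (30 min); luminescence.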
EPAC1 antagonist – qHTS for Antagonist of cAMP-regulated guanine nucleotide exchange factor 3 (EPAC1): primary screen. EPAC1 GEF assay, Rap1b-BODIPY-GDP exchange fluorescence. Potency, µM (doses to about 115 µM), inactives show at the top dose activity change, negative = inhibition, hits mostly inhibitors. Rap guanine nucleotide exchange factor 3 (Homo sapiens), O95398. hit rate 0.14% among 360,000;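 also: potency is read from the fitted curve at half-maximal effect; plate controls were vehicle for no effect and positive control for full effect; nearly all actives have a fitted effect of over 50% in size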
* = called active by the depositor; ? = inconclusive; nt = not tested or not shown; [ ] = dose if it differs, or a comment. Unless noted, calls follow the shape of the dose curve; as a rule, active = well fitted curve in the direction sought with a large enough effect; inconclusive = small, poorly fitted or top-dose-only effect, or another doubt; inactive = no such curve, though single readings can be large; an effect the other way counts as inactive or inconclusive. This is a subset, so the mix of outcomes need not match the whole.

EPAC2 agonist	EPAC1 agonist	CCT modulator	WRN helicase inh	PLK1 PBD block	IL2 activator	PI5P4Ka inh	EPAC1 antagonist	SMILES
7%	8%	-0.5	-2%	-10%	-1.1	-1	13%	CC1CCN(S(=O)(=O)c2ccc3c(c2)N(CC(=O)NCCCN2C(C)CCCC2C)C(=O)CO3)CC1 (stereo not given)
5%	3%	0.1	3%	-2%	-0.3	2	-11%	COc1cc(NC(C)=O)c2ncccc2c1NC(C)=O
-10%	1%	1.1	5%	6%	-0.8	9	-3%	Cc1c(Br)c(C(=O)N2CCc3ccccc32)nn1C
5%	15%	-0.8	3%[57.1 µM]	-7%	-0.4	-2	?	O=C(COc1ccc(Cl)cc1Cl)Nc1cccnc1
10%	1%	-0.8	6%	-11%	0.6	0	-13%	CC1CN(C2CCCCC2)C(=S)NC1=O (stereo not given)
17%	-1%	-1.5	?	-8%	0.0	-7	-20%	O=c1c2ccccc2c(/C=N/c2n[nH]c(CCCO)n2)c(O)n1-c1ccccc1Cl
13%	0%	-0.8	-3%	-7%	-0.2	0	-8%	CC(C(=O)Nc1ccc(S(=O)(=O)N2CCCC2)cc1)N1CCc2ccccc2C1 (stereo not given)
7%	13%	0.6	-2%	-5%	1.6	3	-6%	CCOc1cc(N2CCOCC2)c(OCC)cc1NC(=O)COC(=O)C1CCCN1S(=O)(=O)c1ccccc1F (stereo not given)
1%	3%	1.0	-4%	?	-0.3	1	-4%	O=C(CCN1CCCCC1)Nc1ccc(Br)cc1
-3%	4%	0.3	-18%[57.1 µM]	-8%	2.2	5	-25%	N#Cc1cc(C(=O)c2ccccc2OCC(=O)Nc2ccccc2)cn(C2CCCCC2)c1=O
21%	9%	-0.4	-2%	?	-3.8	3	-2%	c1ccc(-c2nnc(SCC3CCCO3)nc2-c2ccccc2)cc1 (stereo not given)
-3%	-6%	0.7	0%	-1%	-1.0	nt	6%	Cc1cc(C)n(-c2ccc(C(=O)NCc3cccs3)cc2)n1
2%	-1%	1.9	-12%	-21%	-0.4	-1	-12%	COCCNC(=O)C(=O)NNC(=O)c1ccccc1OC
-2%	2%	1.1	8%[57.1 µM]	-2%	-0.1	-3	18%	O=C(NCN1CCN(c2ccccc2)CC1)c1cnccn1
4%	5%	-0.4	-14%	-1%	-1.7	nt	-7%	CCOc1ccc(N2CC(C(=O)NCc3ccc(F)cc3)CC2=O)cc1 (stereo not given)
8%	1%	-2.1	3%	-10%	-2.4	nt	0%	COc1ccc(CNC2CC(=O)N(C)C2=O)cc1 (stereo not given)
7%	14%	-8.1	-1%	-8%	-1.9	-3	-9%	Cc1ccc(Cl)cc1N1CCN(C(=O)CSc2nnc3n2C(C)(C)Cc2ccccc2-3)CC1
-3%	-19%	-3.0	-8%	7.5µM*	1.3	-24	-9%	OCc1nn2c(c1Br)NC(c1ccccc1)CC2C(F)(F)F (stereo not given)
10%	3%	1.7	3%	-14%	-1.4	5	-23%	CCOc1ccccc1NC(=O)c1ccc(S(=O)(=O)N2CCCCC2)cc1
9%	3%	1.0	-18%	-1%	0.1	-4	-9%	O=C(Nc1ccc(-n2cnnn2)cc1)C1CCCN1C(=O)NC1CCCCC1 (stereo not given)
0%	-16%	1.9	6%	-13%	-1.2	2	-5%	C/C(=N/NC(=O)CN1CCN(S(=O)(=O)c2ccc(C)cc2)CC1)c1ccco1
3%	-4%	-1.2	-3%	-21%	-0.9	-5	-5%	COc1ccc(S(=O)(=O)NCCc2cn3nc(C)c(C)nc3n2)cc1C
5%	4%	0.6	-7%	-1%	27	nt	1%	O=C(c1cc2cc(Br)ccc2oc1=O)N1CCCC1
-8%	11%	1.5	?	-8%	0.0	-11	-23%	NS(=O)(=O)c1ccc(N/N=C/c2ccc(O)cc2O)c([N+](=O)[O-])c1
12%	8%	-4.0	3%	-9%	-3.6	-6	8%	Cc1ccc(OCC(=O)O/N=C(\N)c2ccccn2)cc1
7%	12%	-1.7	0%	-6%	0.1	0	9%	CC(=O)Nc1ccc(C(=O)NNC(=O)Cc2ccccc2)cc1
12%	-5%	-1.4	-1%	-11%	6.5	0	-6%	CCOC(=O)C1=C(COC(=O)c2cccc(Cl)c2)NC(=O)NC1C (stereo not given)
-5%	3%	-2.2	-28%[57.1 µM]	-2%	-1.5	16	7%	CCOC(=O)c1cnc(SC)nc1Sc1ccc(Cl)cc1Cl
8%	-5%	-0.6	-2%	-8%	1.5	6	5%	CCCn1c(N)c(N(CCOC)C(=O)c2ccc(F)cc2F)c(=O)[nH]c1=O
5%	12%	1.1	-2%	-8%	-0.2	5	-23%	CCOC(=O)N1CCN(C(=O)CN2C(=O)NC(C)(c3ccc4ccccc4c3)C2=O)CC1 (stereo not given)
9%	7%	-1.0	6%	-17%	-1.9	-3	-6%	COc1cccc2cc(C(=O)N3CCCCCCC3)c(=O)oc12
1%	-14%	2.9	2%	-4%	1.5	5	9%	CCCCN(CCCC)CC(O)CN1C(=O)NC(C)(C)C1=O (stereo not given)
0%	0%	-0.2	-3%	-7%	-0.3	nt	3%	CC(Cl)C(=O)Nc1ncc(C(F)(F)F)cc1Cl (stereo not given)
5%	2%	0.4	2%	-6%	-1.5	-2	10%	CC(C)n1cc(C(=O)c2ccccc2O)cc(C#N)c1=O
-5%	-1%	-2.7	-1%	-21%	-4.6	-9	-11%	COc1ccc(NC(=S)Nc2cc(C(F)(F)F)ccc2F)cc1
11%	12%	-0.4	-20%	-2%	0.8	8	-1%	CCNC(=S)Nc1sc2c(c1C#N)CCC(C)C2 (stereo not given)
8%	2%	-3.2	-1%	-2%	-0.8	nt	-4%	CCn1c(SCc2nc3ccccc3[nH]2)nnc1-c1cccnc1
-7%	-5%	0.0	5%	-6%	-2.6	-5	9%	CN(C)c1ccc(NC(=O)CCN2C(=O)c3cccc([N+](=O)[O-])c3C2=O)cc1
15%	0%	-1.0	-1%	-18%	1.1	?	-13%	C#CCn1c(=NC(=O)CN2C(=O)CCC2=O)sc2cc(S(N)(=O)=O)ccc21
-1%	6%	1.9	-3%	-4%	1.2	-1	-14%	COc1ccccc1OCCC(=O)O

Single values from the list:
CC(Cl)C(=O)Nc1ncc(C(F)(F)F)cc1Cl (stereo not given) in EPAC1 antagonist shows 3%
COc1ccc(NC(=S)Nc2cc(C(F)(F)F)ccc2F)cc1 in WRN helicase inh shows -1%
CC(C)n1cc(C(=O)c2ccccc2O)cc(C#N)c1=O in EPAC1 antagonist shows 10%
CCn1c(SCc2nc3ccccc3[nH]2)nnc1-c1cccnc1 in WRN helicase inh shows -1%
C#CCn1c(=NC(=O)CN2C(=O)CCC2=O)sc2cc(S(N)(=O)=O)ccc21 in EPAC1 agonist shows 0%

(more compounds)
EPAC2 agonist	EPAC1 agonist	CCT modulator	WRN helicase inh	PLK1 PBD block	IL2 activator	PI5P4Ka inh	EPAC1 antagonist	SMILES
-16%	-4%	0.0	-2%	-3%	-0.4	nt	7%	CC1CCN(C(=O)c2ccc(S(=O)(=O)N(C)C)cc2)C(C)C1 (stereo not given)
4%	-3%	-0.2	0%	-1%	-2.0	11	-1%	O=C(c1ccc(OC2CCN(Cc3ccccc3OC(F)F)CC2)cc1)N1CCCC1
-2%	-6%	0.4	-20%	8%	4.4	2	3%	COC(=O)c1cn(NC(=O)c2ccc([N+](=O)[O-])c(C)c2)c(=O)c2ccccc12
6%	-3%	0.0	-29%	-2%	0.6	5	2%	O=C(c1ccco1)N1CCN(CCOc2ccccc2)CC1
3%	-5%	0.0	5%	-12%	-1.9	0	-19%	CC(C)[C@H](NC(=O)C1CCN(S(=O)(=O)c2ccccc2)CC1)C(=O)NCc1ccncc1
1%	4%	1.9	-12%	-5%	-0.3	4	-24%	Cc1nc2cc(NC(=O)Nc3cccc(F)c3)ccc2n1C
7%	5%	-2.8	2%	-5%	-2.2	-1	-14%	C=CCSc1nc(N)c(C#N)c(-c2ccccc2)c1C#N
6%	8%	-1.2	4%	0%	-0.3	-5	-17%	C=CCn1c(C(O)c2ccccc2)nc2ccccc21 (stereo not given)
4%	7%	-0.3	-3%[57.1 µM]	-10%	-0.5	-7	-13%	CC1(C)CC(=O)c2sc(NS(=O)(=O)c3ccc(Cl)cc3)nc2C1
6%	-1%	-0.8	-2%[57.1 µM]	-7%	3.5	-2	-15%	COc1cccc(N2C(=O)Nc3ccc(Br)cc3C2(O)C(=O)NCCN(C)C)c1 (stereo not given)
4%	9%	-0.1	1%	-10%	-0.3	-7	-15%	CC(C)(O)C#Cc1ccc(C(=O)NC(CCCNC(N)=O)C(=O)O)s1 (stereo not given)
2%	-5%	-2.7	17%	-3%	0.3	-7	9%	Cc1cccc(C)c1NC(=S)N(C)CCc1ccccn1
11%	9%	0.5	-6%	-6%	-2.7	-2	-10%	CCOc1ccc(OCCC(=O)OCC(=O)Nc2ccc3c(c2)OCCO3)cc1

Given with values under each structure: part of the list above
Every second line gives: EPAC2 agonist | EPAC1 agonist | CCT modulator | WRN helicase inh | PLK1 PBD block | IL2 activator | PI5P4Ka inh | EPAC1 antagonist
CC(C)(O)C#Cc1ccc(C(=O)NC(CCCNC(N)=O)C(=O)O)s1 (stereo not given)
→ 4% | 9% | -0.1 | 1% | -10% | -0.3 | -7 | -15%
Cc1cccc(C)c1NC(=S)N(C)CCc1ccccn1
→ 2% | -5% | -2.7 | 17% | -3% | 0.3 | -7 | 9%
